NR3A LBD binder: modulates the human NR3A ligand-binding domain; NR3A LBD differential scanning fluorimetry, Tm shift; 0% = protein alone, 100% = glycine-bound protein; Tm shift relative to glycine control, % at 25 µM; actives 2.5% (n = 340,000);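 active = melting temperature shift of at least 10% of the positive control shift, at one fixed dose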
SENP1 inh: inhibitors of human SENP1 SUMO protease catalytic domain. Q9P0U3. recombinant SENP1 catalytic domain, CyPet-SUMO1-YPet FRET cleavage. inhibition, % at 10 µM. actives 0.21% (n = 360,000);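 active = inhibition at least 30% at 10 µM, raw YFP signal under a set limit, fluorescence ratio 0.5 to 1.5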;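 also: 0% = enzyme with DMSO and 100% = no enzyme wells; some results filed as inactive read as strong as hits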
Target sequence (Q9P0U3 419-644 limits assumed): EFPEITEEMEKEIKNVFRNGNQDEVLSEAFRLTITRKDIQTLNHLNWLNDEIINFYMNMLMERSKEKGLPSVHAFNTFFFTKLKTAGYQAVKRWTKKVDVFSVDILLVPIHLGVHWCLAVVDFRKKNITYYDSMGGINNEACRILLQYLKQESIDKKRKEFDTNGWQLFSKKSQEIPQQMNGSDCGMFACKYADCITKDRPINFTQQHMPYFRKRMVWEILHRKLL
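Assay system – human recombinant His6-tagged SENP1 catalytic domain enzyme · Input – SENP1 enzyme, 20 pM final · Buffer or medium – Tris pH 8 buffer plus EDTA, NaCl, BME, BSA, NP40, catalase · Schedule – 50 min reaction at room temperature · Technique – FRET read of cyan and yellow fluorescence · Control set – no-enzyme wells low, DMSO-plus-enzyme wells high control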
SENP8 inh: blocks human SENP8 cleavage of Nedd8 substrate; Q96LD8; actives 0.64% (n = 360,000); recombinant SENP8, Nedd8 substrate fluorescence; inhibition, % at 20 µM; in the data active = inhibition mostly above about 40%, no sharp cut-off; inactive = mostly below about 27%
Target sequence (Q96LD8 whole entry, looked up): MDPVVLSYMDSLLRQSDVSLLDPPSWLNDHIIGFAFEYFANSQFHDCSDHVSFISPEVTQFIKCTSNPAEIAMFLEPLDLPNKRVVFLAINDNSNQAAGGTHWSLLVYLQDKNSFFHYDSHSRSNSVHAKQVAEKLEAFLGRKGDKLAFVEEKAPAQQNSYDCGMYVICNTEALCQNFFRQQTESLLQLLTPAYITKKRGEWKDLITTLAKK
MPTP inh: inhibitors of mitochondrial permeability transition pore. AID 602449. actives 1.4% (n = 360,000). inhibition, % at 10 µM. isolated mouse mitochondria, Ca2+ swelling absorbance, 30 min;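 active = inhibition of 50% or more, scaled per plate between neutral and stimulator controls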;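 also: 0% = DMSO wells given calcium and 100% = 1 mM EGTA wells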
hIAP activ: increases human intestinal alkaline phosphatase activity; AID 2524; purified human IAP, CDP-Star luminescence, 30 min; stronger effect = higher value; 1 = vehicle-only enzyme, 0 = enzyme-free background; activation factor at 10 µM; actives 0.16% (n = 330,000);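 active = activation factor of the enzyme at least 2-fold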; also: the source names both 10 and 20 µM as test concentration; values of inactives mirror those of a sister screen read the other way
ATG4B inh: inhibitors of human ATG4B cysteine protease | ATG4B cleavage of LC3-PLA2, NBD-HPC fluorescence, 1 h | inhibition, % at 8.33 µM | actives 0.51% (n = 340,000); in the data active = inhibition above about 40%
Target sequence (Q9Y4P1 whole entry, looked up): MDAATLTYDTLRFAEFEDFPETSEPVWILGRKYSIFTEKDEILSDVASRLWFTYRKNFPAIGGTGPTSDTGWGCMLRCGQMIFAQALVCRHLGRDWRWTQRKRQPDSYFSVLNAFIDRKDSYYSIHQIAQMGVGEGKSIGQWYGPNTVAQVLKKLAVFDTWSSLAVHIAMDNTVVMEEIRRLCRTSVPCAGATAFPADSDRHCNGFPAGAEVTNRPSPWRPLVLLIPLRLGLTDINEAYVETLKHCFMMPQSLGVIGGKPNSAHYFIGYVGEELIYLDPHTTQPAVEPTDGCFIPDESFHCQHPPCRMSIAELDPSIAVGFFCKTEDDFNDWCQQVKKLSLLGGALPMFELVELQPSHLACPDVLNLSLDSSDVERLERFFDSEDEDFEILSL
PfGluPho inh: PfG6PD (Plasmodium falciparum) enzyme inhibition; inhibition, % at 20 µM; PfGluPho enzyme, NADPH resazurin-diaphorase fluorescence; actives 0.78% (n = 350,000); AID 504690;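 active = inhibition reaching at least a set limit at 20 µM in the primary screen, cut at about 59% in these data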;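 also: 0% = DMSO wells with substrate and 100% = DMSO wells lacking glucose-6-phosphate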
SENP6 inh: inhibitors of human SENP6 protease; Q9GZR1; Recombinant SENP6 catalytic domain, aminoluciferin luminescence; inhibition, % at 10 µM; actives 1.8% (n = 330,000);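 active = inhibition above about 50% at the single tested dose, limit read from the data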;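 also: plate controls were DMSO wells with enzyme for no effect and DMSO wells lacking enzyme for full effect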
An asterisk follows results filed as active; nt = no result given.

SMILES	NR3A LBD binder	SENP1 inh	SENP8 inh	MPTP inh	hIAP activ	ATG4B inh	PfGluPho inh	SENP6 inh
O=[N+]([O-])c1ccc(/C=N/Nc2ccnc3cc(Cl)ccc23)o1	17*	-24	26	21	0.85	1	-13	-9
Cn1c(SCC(=O)C(C)(C)C)nnc1-c1ccc(F)cc1	-3	3	5	0.1	1	-8	1	24
CC(=O)Nc1ccc(C(=O)OCC(=O)N(c2ccccc2)C2CCCCC2)cc1	-2	6	10	-2.6	1	-6	-2	0
CCC(=O)c1ccc(CCCCCC(=O)O)s1	-1	0	36	-1.4	1.1	-14	-21	11
CCOC(=O)C1CCN(C(=O)Nc2cccc(Cl)c2)CC1	0	-2	14	1.7	0.91	1	11	-2
COc1ccccc1CN1CCNC(=O)C1CC(=O)NCc1cn(C)nc1C (configuration not stated)	0	-13	-17	0.1	0.96	20	1	-11
C[C@H]1CN([C@@H](C)CO)C(=O)c2cccc(NC(=O)c3cnccn3)c2O[C@@H]1CN(C)S(=O)(=O)c1ccc(F)cc1	4	-12	15	0.2	1	2	-9	-5
C[C@H](CO)N1C[C@H](C)[C@@H](CN(C)Cc2ccc(C(=O)O)cc2)Oc2c(NC(=O)Cc3ccccc3)cccc2C1=O	-1	5	16	-0.3	0.87	-8	0	-9
Cc1nn(-c2cccc(C(F)(F)F)c2)c(Cl)c1/C=N/n1cnnc1	2	2	29	0.9	0.98	-1	-23	-21
Cc1onc(-c2ccccc2Cl)c1C(=O)NCc1ccc(S(N)(=O)=O)cc1	0	0	12	-1.0	0.97	3	3	-2
O=C(Nc1ccc2nc3n(c(=O)c2c1)CCCCC3)c1cc([N+](=O)[O-])ccc1F	0	1	12	-1.7	0.99	-2	3	1
CC(C)CN(C(=O)C1CSC2(C)CCC(=O)N12)c1c(N)n(Cc2ccccc2)c(=O)[nH]c1=O (configuration not stated)	0	-2	5	0.2	1.1	-2	3	10
O=C(COC(=O)c1cc(Br)ccc1O)NNC(=O)c1ccc(Cl)cc1	0	1	-81	-2.2	1.1	4	-15	-21
Cc1cc(=O)[nH]c(SCC(=O)N2CCN(C(c3ccccc3)c3ccccc3)CC2)n1	-1	1	13	-0.5	0.85	-18	-31	-4
CCC(=O)N1CN(S(=O)(=O)c2ccc(C)cc2)CC1C (configuration not stated)	-1	0	13	2.5	0.9	15	10	-2
COC(=O)c1ccc2cn[nH]c2c1	nt	1	-15	1.3	nt	nt	-9	nt
C[C@H](CO)N1C[C@H](C)[C@@H](CN(C)S(=O)(=O)c2cn(C)cn2)Oc2ccc(NC(=O)NC3CCCCC3)cc2C1=O	0	0	-3	-0.3	1.1	9	-3	-16
COc1cccc(/C=C2\SC(=O)N(CC(=O)NCCCn3ccnc3)C2=O)c1	-1	5	-64	-0.9	1.2	2	-3	4
CCOC(=O)c1cc(C)sc1/N=C/C1C(=O)CC(C)(C)CC1=O	-7	-98	-59	1.7	0.95	4	-6	3
COCCNC(=O)CSc1nc(-c2ccccc2)cs1	2	0	10	-1.2	0.97	-1	-5	4
Cc1cc(C(=O)COC(=O)c2ccc(N)c([N+](=O)[O-])c2)c(C)n1Cc1ccc2c(c1)OCO2	-2	1	35	2.6	0.83	-10	16	-1
O=C1NC[C@H](Cc2ccccc2)N(CC2CCN(CCCCc3ccccc3)CC2)C1=O	4	2	3	-0.7	nt	nt	-2	nt
COC(=O)c1ccc(C(=O)OC)c(NC(=O)COC(=O)CCOc2ccc(C)cc2)c1	1	-1	-80	-0.1	0.96	1	-2	-3
COc1ccc(OC(C)C(=O)NCc2cccnc2)cc1 (configuration not stated)	1	1	19	-1.4	0.97	-14	9	-11
CCOc1ccc(C(=O)NCC(c2cccs2)N(C)C)cc1 (configuration not stated)	-3	-2	1	0.1	0.96	-2	2	-6

Next section:
SMILES	NR3A LBD binder	SENP1 inh	SENP8 inh	MPTP inh	hIAP activ	ATG4B inh	PfGluPho inh	SENP6 inh
COc1ccc(N(C(=O)c2ccco2)C(C(=O)NC2CCCC2)c2ccco2)cc1OC (configuration not stated)	-4	-1	18	-0.6	1.1	2	10	9
CSc1ccccc1OCc1cc(C(=O)N(C)Cc2cc(C)[nH]n2)no1	1	-1	3	0.0	0.95	8	-1	1
CCCCCOc1ccc(C(=O)CCC(=O)Nc2ccc(NC(C)=O)cc2)cc1	0	4	20	-0.5	1	-5	-3	3
CCCCNc1c(-c2cccc(-c3cc(C(C)=O)cs3)c2)nc2cc(C)ccn12	-20	1	-5	7.2	1.1	10	9	-4
CC(C)CC(=O)Nc1cccc(-c2nc3ncccc3o2)c1	2	0	-113	0.3	0.87	-3	-11	25
Cn1cc(/C=C2\SC(=O)N(c3ccc(O)cc3)C2=O)c2ccccc21	9	-96	9	8.0	0.89	31	42	64*
CC(Oc1ccc(F)cc1Br)c1nc2ccccc2c(=O)[nH]1 (configuration not stated)	0	4	3	-0.1	0.86	-11	4	3
CCCCN(C(=O)c1ccc(-c2ccc([N+](=O)[O-])cc2)o1)c1c(N)n(CC(C)C)c(=O)[nH]c1=O	0	9	0	0.6	1	-6	-21	-7
CC(=O)c1cccc(N(CC(=O)NC2CCCC2)C(=O)c2csnn2)c1	-2	-1	3	-1.5	0.92	0	-9	2
CCOc1ccc(S(=O)(=O)Nc2ccc(C(=O)N3CC(C)OC(C)C3)cc2)cc1 (configuration not stated)	0	2	26	-0.7	1.1	-13	-7	-11
COC(=O)c1ccc(Oc2c(Cl)cccc2[N+](=O)[O-])cc1	2	4	21	-0.1	1.1	10	4	14
COc1cc2ncnc(NCCc3ccccc3)c2cc1OC	-1	-1	-19	-2.7	0.9	-11	-1	2
NC(=O)c1cnn2c1NC(c1ccc(F)cc1)CC2C(F)(F)F (configuration not stated)	0	-1	13	-1.1	1	-2	-18	0
O=C1OCCN1C(=O)[C@H]1[C@H](c2ccc(F)cc2)C(c2ccccc2)=NN1c1ccc(Br)cc1	16*	-106	-395	0.9	nt	0	22	nt
CC(NC(=O)c1ccccc1)C(c1cccs1)N1CCOCC1 (configuration not stated)	4	0	11	-2.0	0.95	3	12	-12
CN(C(=O)C1CCCN(S(=O)(=O)c2cccc([N+](=O)[O-])c2)C1)C1CCS(=O)(=O)C1 (configuration not stated)	-4	0	6	-1.0	1.1	-7	9	-27
COc1cc(C(=O)OCC(=O)Nc2cc(S(=O)(=O)N3CCOCC3)ccc2C)ccc1OCC(C)C	-7	0	10	-1.7	1	-17	11	-12
O=C(N/N=C/c1ccc(F)cc1)c1ccc(Br)cc1	-10	-2	10	0.0	0.95	-4	11	1
COc1ccc(F)c(CN2CCC(n3nccc3NC(=O)CCCc3ccccc3)CC2)c1	0	1	-1	-0.9	1.8	-4	14	2
CN(C)CCOc1nc(-c2ccccc2)nc2c1oc1ccccc12	0	-8	26	75*	1.1	3	11	-7
CCCOc1ccc(/C(O)=C2/C(=O)C(=O)N(CCN(C)C)C2c2ccco2)cc1 (configuration not stated)	0	-5	10	5.8	1.1	-2	3	-10
COc1cc(C2NC(=O)NC(c3ccccc3)=C2C(C)=O)c(Br)c(Br)c1O (configuration not stated)	-1	-2	16	1.0	1	1	13	4
Cc1nnc(N(Cc2ccco2)C(=O)c2ccc(C#N)cc2)s1	-3	-1	1	-2.2	0.79	9	2	-3
COc1ccc(COC(=O)C2=C(C)NC(=O)NC2c2cccc(OC)c2OC)cc1 (configuration not stated)	-1	2	1	1.4	1	-11	22	-2
CNc1nc(N)nc(-c2cc(Cl)ccc2OC)n1	2	0	-5	-3.9	0.93	-7	-4	-2

Entries above printed as active in SENP6 inh:
canonical_smiles | NR3A LBD binder | SENP1 inh | MPTP inh | hIAP activ | ATG4B inh | PfGluPho inh | SENP6 inh
Cn1cc(/C=C2\SC(=O)N(c3ccc(O)cc3)C2=O)c2ccccc21 | 9 | -96 | 8.0 | 0.89 | 31 | 42 | 64*

Additional results.
SMILES	NR3A LBD binder	SENP1 inh	SENP8 inh	MPTP inh	hIAP activ	ATG4B inh	PfGluPho inh	SENP6 inh
O=C(NCCCCc1ccccc1)Nc1ccc(F)cc1	-9	0	11	13	0.97	-4	13	9
CCOC(=O)c1cccc(NC(=S)NCc2ccc(C)cc2)c1	-2	2	-4	7.7	1.2	3	-3	6
C=C(Br)Cn1c(CCCC)nc2ccccc21	1	-2	13	-3.0	1	19	1	1
CCN=C1NN=C(c2c[nH]c3ccccc23)CS1	3	-6	3	-1.2	0.98	-1	14	2
COC(=O)CSc1nnc(CNc2ccc(OC)cc2)n1C	1	-3	69*	-0.2	1.2	-12	1	-9
O=C(Cc1ccccc1[N+](=O)[O-])NNC(=O)c1ccncc1	1	0	18	-0.4	1.1	5	-7	-8
Cc1cc(C)c(C)c(OCC(=O)NCC2CCCO2)c1 (configuration not stated)	-1	0	-2	2.4	0.8	-3	-4	-17
CN1C(=O)Cc2cc(S(=O)(=O)NCCc3ccccc3)ccc21	-2	-2	14	-1.0	1.1	-1	-20	-17
CN(C)c1nc(N)c([N+](=O)[O-])c(N2CCCCCC2)n1	-1	0	15	-0.7	0.98	10	-17	-6
CCCOc1ccc(Cl)cc1/C=C1/C(=O)ON=C1C	4	1	21	-1.9	1.1	6	10	-33
COc1ccc(-n2nc3c(=O)[nH][nH]c3cc2=O)cc1	-1	3	20	0.2	0.96	-4	-2	-8
O=C1c2ccccc2C(=O)N1CCCCN(C(=O)c1ccc([N+](=O)[O-])cc1)c1ccc(Cl)cc1	3	0	39	-4.6	0.92	4	6	-6
Cc1[nH]n(C)c(=O)c1C(=O)c1c(-c2c(Cl)cccc2Cl)noc1C	0	2	-2	8.0	0.92	-12	11	-36
O=C(Cc1ccc(-c2ccccc2)cc1)Nc1ccccn1	-3	-8	-29	-0.8	0.95	3	14	-11
O=C(/C=C/Nc1ccccc1)c1cnc(-c2ccccc2)s1	-5	-16	-48	2.7	1.1	-2	9	2

Quoted from the listing, 15 compounds:
SMILES	NR3A LBD binder	SENP1 inh	SENP8 inh	MPTP inh	hIAP activ	ATG4B inh	PfGluPho inh	SENP6 inh
COc1ccc(COC(=O)C2=C(C)NC(=O)NC2c2cccc(OC)c2OC)cc1 (configuration not stated)	-1	2	1	1.4	1	-11	22	-2
CNc1nc(N)nc(-c2cc(Cl)ccc2OC)n1	2	0	-5	-3.9	0.93	-7	-4	-2
O=C(NCCCCc1ccccc1)Nc1ccc(F)cc1	-9	0	11	13	0.97	-4	13	9
CCOC(=O)c1cccc(NC(=S)NCc2ccc(C)cc2)c1	-2	2	-4	7.7	1.2	3	-3	6
C=C(Br)Cn1c(CCCC)nc2ccccc21	1	-2	13	-3.0	1	19	1	1
CCN=C1NN=C(c2c[nH]c3ccccc23)CS1	3	-6	3	-1.2	0.98	-1	14	2
COC(=O)CSc1nnc(CNc2ccc(OC)cc2)n1C	1	-3	69*	-0.2	1.2	-12	1	-9
O=C(Cc1ccccc1[N+](=O)[O-])NNC(=O)c1ccncc1	1	0	18	-0.4	1.1	5	-7	-8
Cc1cc(C)c(C)c(OCC(=O)NCC2CCCO2)c1 (configuration not stated)	-1	0	-2	2.4	0.8	-3	-4	-17
CN1C(=O)Cc2cc(S(=O)(=O)NCCc3ccccc3)ccc21	-2	-2	14	-1.0	1.1	-1	-20	-17
CN(C)c1nc(N)c([N+](=O)[O-])c(N2CCCCCC2)n1	-1	0	15	-0.7	0.98	10	-17	-6
CCCOc1ccc(Cl)cc1/C=C1/C(=O)ON=C1C	4	1	21	-1.9	1.1	6	10	-33
COc1ccc(-n2nc3c(=O)[nH][nH]c3cc2=O)cc1	-1	3	20	0.2	0.96	-4	-2	-8
O=C1c2ccccc2C(=O)N1CCCCN(C(=O)c1ccc([N+](=O)[O-])cc1)c1ccc(Cl)cc1	3	0	39	-4.6	0.92	4	6	-6
Cc1[nH]n(C)c(=O)c1C(=O)c1c(-c2c(Cl)cccc2Cl)noc1C	0	2	-2	8.0	0.92	-12	11	-36

Screening results as filed in PubChem BioAssay.

Compounds were not picked by outcome. About 6.7% of those tested had a hit in this group.
